Compound activity deposited in PubChem by MTDP.
RNase H inhibition – RNase H inhibition, HIV 1 Gag Pol polyprotein, FRET biochemical assay, screening (AID 372) | HIV-1 RT RNase H, FRET RNA/DNA substrate fluorescence; higher % means a stronger effect | 100,000 tested, 0.77% active | inhibition, % at 10 µM, or IC50 in µM where a hit was titrated; in the data active means inhibition above about 50%
The depositor's hits bear a star. Only part of the results is shown; the hit share may differ from the screen's.

SMILES	RNase H inhibition
N/C(=N/S(=O)(=O)c1ccc(Br)cc1)c1ccccc1	12%
CCOc1cc(C=O)ccc1OCC(=O)OC	0%
O=C1/C(=C\c2ccc(O)cc2)SC(=S)N1Cc1ccccc1	46%
Cn1c(=O)c(C(=O)Nc2nc(-c3ccc(Cl)cc3)cs2)c(O)c2ccccc21	2%
COc1cc(OC)cc(C(=O)N/N=C(\C)CC(=O)Nc2ccc(Br)cc2)c1	7%
CCC1=NN(C(=O)c2ccc(Cl)cc2)C(O)(c2ccncc2)C1 (stereo not drawn)	2%
CC(C)(C)c1ccc(C(=O)Nc2ccc(NC(=O)c3ccccc3[N+](=O)[O-])cc2)cc1	45%
Clc1ccc(N2N=C(c3cccs3)CC2c2cccs2)cc1 (stereo not drawn)	1%
COc1cc(/C=C2\SC(N3CCC(C)CC3)=NC2=O)cc(OC)c1OC	13%
CCc1ccc2oc(-c3cc(NC(=S)NC(=O)c4ccccc4C)ccc3Cl)nc2c1	13%
NC1=NC(=O)/C(=C/c2cccc(OCCOc3ccc(C4CCCCC4)cc3)c2)S1	6%
Cc1ccccc1C(=O)Nc1cc(C(N)=O)c(Cl)cc1Cl	10%

Gathered by group, the entries above with an aryl methoxy group
SMILES	RNase H inhibition
COc1cc(OC)cc(C(=O)N/N=C(\C)CC(=O)Nc2ccc(Br)cc2)c1	7%
COc1cc(/C=C2\SC(N3CCC(C)CC3)=NC2=O)cc(OC)c1OC	13%

(listing goes on)
SMILES	RNase H inhibition
CCOC(=O)CNC(=O)c1cccc(Cl)c1	0%
CC(C)(C)OC(=O)N1N=C(C(F)(F)F)CC1(O)C(C)(C)C (stereo not drawn)	11%
O=C(NN1C(=O)/C(=C/c2cccc(O)c2)SC1=S)c1ccc([N+](=O)[O-])cc1	9%
COc1cccc(OCCCCOc2ccc(Cl)cc2C)c1	29%
COc1ccccc1OCC(=O)N=Nc1c(O)[nH]c2ccc(F)cc12	8%
O=S(=O)(Nc1ccc(O)c(Br)c1)c1ccc(F)cc1	7%
COC(=O)c1ccc(/C=C(\C#N)C(=O)NCCc2ccccc2)cc1	9%
O=C(NN=C1CCCCC1)C(=O)Nc1ccc(Cl)cc1	7%
C=CCn1c(=O)c(C(=O)NCc2ccccc2F)c(O)c2ccccc21	16%
CCOC(=O)C1=C(C)N=c2s/c(=C\c3ccc(OCc4ccc(Cl)cc4Cl)c(OC)c3)c(=O)n2C1c1ccc(C)cc1 (stereo not drawn)	21%
Cc1ccc(NC(=O)CN(c2ccc(F)cc2)S(=O)(=O)c2ccccc2)cc1C	10%
Cc1ccc(-c2ccc(/C=c3/sc4nc5ccccc5n4c3=O)o2)cc1Cl	0%
CCOc1cc(C(=O)NC(=S)Nc2cc(C)ccc2C)cc(OCC)c1OCC	15%
Cc1ccc(SCC(=O)Nc2ccccc2Br)cc1	19%
COc1ccc(C2c3c(-c4ccccc4)n[nH]c3C(=O)N2c2ccccc2)cc1OC (stereo not drawn)	3%
Cc1ccc(C=Nc2ccc(C(N)=O)cc2)o1	10%
CCOC(=O)C1=C(C)N=c2s/c(=C\c3ccc(OC(C)=O)cc3OC(C)=O)c(=O)n2C1c1ccccc1 (stereo not drawn)	11%
CC(C)Oc1ccc(C(=O)NC(=S)Nc2ccc(Cl)c(-c3nc4ccccc4o3)c2)cc1	4%
NC(=O)COc1ccc(C=Nc2ccc(Oc3ccccc3)cc2)cc1	15%
C=CCOc1ccc(C=C2C(=O)N(C)C(=S)N(C)C2=O)cc1I	25%
CCCCOc1ccc(-c2nnc(NC(=O)Nc3ccccc3F)s2)cc1	43%
CCCOc1ccc(C(=O)NC(=S)Nc2cccc(NC(=O)CC)c2)cc1	26%
O=C(Nc1ccc(NS(=O)(=O)c2cc(C(=O)Nc3ccccc3)ccc2Cl)cc1)c1ccccc1	16%
COC(=O)C1=C(C(=O)OC)SC(=C2C(=S)C(C)(C)N(C(=O)COc3ccc(F)cc3)c3cc(OC)ccc32)S1	4%
Cc1ccc(SCC(=O)Nc2ccc(Oc3ccccc3)cc2)cc1	22%
CCCCC/C=C/C(=O)Nc1cccc2ccccc12	16%
CCc1ccccc1N1C(=O)NC(=O)/C(=C\c2ccc(O)c(Cl)c2)C1=O	20%
CCOc1cc(C2C(C(=O)OC)=C(C)NC3=C2C(=O)CC(c2ccc(OC)cc2)C3)ccc1OC(C)=O (stereo not drawn)	0%
CC1C(C)C(O)(c2ccccc2)CCN1C (stereo not drawn)	7%
CC(C)(C)c1ccccc1OCCCCN1CCCC1	0%
C=CCOC(=O)C1=C(C)N(C)C(=O)NC1c1ccccc1Cl (stereo not drawn)	13%
C=C(C)Cn1c(COc2cccc(C)c2)n[nH]c1=S	8%
C=C(C)C(=O)Nc1cccc(C(=O)NCC(C)C)c1	5%
Cc1ccc(-n2ncnc2-c2ccc(Cl)cc2)cc1Cl	16%
Oc1ccc(Cl)cc1-c1cc(-c2ccccc2)n[nH]1	21%
COc1ccc(C(=O)Nc2ccc(Cl)c(-c3nc4ncccc4o3)c2)cc1[N+](=O)[O-]	33%
CC(C)(C)c1cc(Br)ccc1OCC(=O)Nc1ccccc1C(N)=O	13%
Cc1ccc(S(=O)(=O)N2CCN(C3CCCC(C)C3)CC2)cc1 (stereo not drawn)	8%
COc1ccc(CN(CCC(c2ccccc2)C2CCOC(C)(C)C2)C(C)=O)cc1 (stereo not drawn)	14%
CCCC1CCC(c2ccc(C(=O)CCN(C)C)cc2)CC1 (stereo not drawn)	25%
CCCN(CCC#N)S(=O)(=O)c1ccccc1[N+](=O)[O-]	0%
Cc1ccc(N2C(=O)c3ccc(C(=O)Nc4cccc5ccccc45)cc3C2=O)cc1	20%
Cc1csc(NC(=O)c2ccco2)n1	9%
N#C/C(=C/C=C/c1ccccc1)c1nc(-c2ccc(-c3ccccc3)cc2)cs1	5%
CCOC(=O)C1=C(C)NC(=O)NC1c1ccc(C(=O)OC)cc1 (stereo not drawn)	0%
O=C(Nc1ccc(C(=O)N2CCOCC2)cc1)c1cccc(Cl)c1	8%
CCOc1ccc(NC(=S)NC(NC(=O)c2cccc(Cl)c2)C(Cl)(Cl)Cl)cc1 (stereo not drawn)	24%
COC(=O)c1cc(C(=O)N2CCCC(C)C2)cc([N+](=O)[O-])c1 (stereo not drawn)	16%

Some of these compounds in order of number of heavy atoms, low to high:
SMILES	RNase H inhibition
Cc1csc(NC(=O)c2ccco2)n1	9%
CC1C(C)C(O)(c2ccccc2)CCN1C (stereo not drawn)	7%
C=C(C)C(=O)Nc1cccc(C(=O)NCC(C)C)c1	5%
CC(C)(C)c1ccccc1OCCCCN1CCCC1	0%
COC(=O)c1cc(C(=O)N2CCCC(C)C2)cc([N+](=O)[O-])c1 (stereo not drawn)	16%
CCOC(=O)C1=C(C)NC(=O)NC1c1ccc(C(=O)OC)cc1 (stereo not drawn)	0%
O=C(Nc1ccc(C(=O)N2CCOCC2)cc1)c1cccc(Cl)c1	8%
CC(C)(C)c1cc(Br)ccc1OCC(=O)Nc1ccccc1C(N)=O	13%
CCOc1ccc(NC(=S)NC(NC(=O)c2cccc(Cl)c2)C(Cl)(Cl)Cl)cc1 (stereo not drawn)	24%
N#C/C(=C/C=C/c1ccccc1)c1nc(-c2ccc(-c3ccccc3)cc2)cs1	5%
COc1ccc(CN(CCC(c2ccccc2)C2CCOC(C)(C)C2)C(C)=O)cc1 (stereo not drawn)	14%
Cc1ccc(N2C(=O)c3ccc(C(=O)Nc4cccc5ccccc45)cc3C2=O)cc1	20%

More records:
SMILES	RNase H inhibition
CCO/C(C)=C1\C(=O)Nc2ccccc21	1%
Cc1ccccc1C(=O)NC(=S)Nc1ccc2oc(-c3ccc(Cl)cc3Cl)nc2c1	16%
O=C(CSc1nnnn1-c1ccccc1)NC1CCCC1	6%
CCC(=O)Oc1c(-c2ccc(Cl)cc2)c2nc3ccccc3nc2c2ccccc12	11%
O=[N+]([O-])c1cccc(C2=Nc3ccccc3NC(c3ccccc3)C2)c1 (stereo not drawn)	10%
COc1cccc(C(=O)Nc2ccc3oc(-c4ccccc4C)nc3c2)c1	11%
CCOc1ccccc1NC(=O)c1ccc(I)cc1	3%
Nc1cccc(CC(=S)N2CCOCC2)c1	3%
COC(=O)c1c(NC(=O)CCN2C(=O)c3ccccc3C2=O)sc2c1C(C(=O)OC)CC2 (stereo not drawn)	0%
Cc1ccc(S(=O)(=O)NCCSCc2ccc(Br)cc2)cc1	16%
CCCCCCC(=O)N1c2ccccc2C(Nc2ccccc2)CC1C (stereo not drawn)	13%
Cc1nonc1N=Cc1cc(I)cc(I)c1O	5%
CCOc1ccc(N(CC(=O)Nc2ccc(Cl)cc2C)S(C)(=O)=O)cc1	12%
COc1cccc(NC(=O)c2ccccc2C(F)(F)F)c1	12%
Cn1c(-c2ccccn2)nc2ccccc21	2%
Cc1ccc(OCCOc2ccccc2C=C2C(=O)NC(=O)NC2=O)c(C)c1	14%
COc1ccc(NC(=O)c2sc3cc(OC)ccc3c2Cl)cc1	0%
O=C(N=NC(=O)c1ccc([N+](=O)[O-])cc1)c1ccc(-n2c(O)c3ccc([N+](=O)[O-])cc3c2O)cc1	8%
C=C(C)CSc1nc2sc3c(c2c(=O)n1CC(=C)C)CC(C)(C)OC3	5%
CC(C)(C)c1cc(CN2CCCCC2)c(O)c(C(C)(C)C)c1	16%
C=CCNC(=O)CN(c1ccc(OC)cc1OC)S(=O)(=O)c1ccc(C)cc1	10%
Cc1ccc(-c2ccc(/C=C(\C#N)C(N)=O)o2)c([N+](=O)[O-])c1	15%
CCOC(=O)C(C)P(=O)(c1ccccc1)c1ccccc1 (stereo not drawn)	3%
Cc1cccnc1NC(=O)c1ccc([N+](=O)[O-])o1	8%
COc1ccc(/C=C2\SC(=S)N(NC(=O)c3ccncc3)C2=O)cc1OC	9%
COc1ccc(OCC(=O)NNC(=O)c2cnccn2)cc1	0%
COC(=O)CN(c1ccc(OC)cc1)S(=O)(=O)c1ccccc1	0%
CCOC(=O)c1c(NC(=O)c2ccccc2OC)sc2c1CCC(C)C2 (stereo not drawn)	8%
CCCc1c(C)nc2ccc(Br)cc2c1SCC(=O)O	0%
COc1ccc(/C=C2\C(=O)N(c3ccc(C(=O)O)cc3)N=C2C)cc1OC	8%
O=C(N/N=C/c1ccccc1F)/C(=C\c1ccc2c(c1)OCO2)NC(=O)c1ccccc1	1%
COc1cc(/C=C2\SC(=S)N(NC(=O)c3ccccc3)C2=O)cc(OC)c1OC	8%
COc1ccc(C(=O)NC(=S)Nc2ccc(-c3nc4ccc(C)cc4s3)cc2)cc1Cl	46%
Nc1c(C(=O)c2ccccc2)sc2nc3c(cc12)CCCC3	0%
Cc1ccccc1NC(=O)c1c(NC(=O)c2ccccc2C)sc2c1CCCCC2	19%
COC(=O)C1=C(C(=O)OC)SC(=C2C(=S)C(C)(C)N(C(=O)c3cccc(F)c3)c3c(OC)cccc32)S1	28%
O=C(NC(=S)Nc1ccc2oc(-c3ccccc3F)nc2c1)c1cccs1	21%
Cc1c(Cl)cccc1-c1ccc(C(=O)Nc2nccs2)o1	20%
O=C(Nc1ncc(Cc2ccc(Cl)c(Cl)c2)s1)c1ccccc1[N+](=O)[O-]	7%
Cc1cc(C)n(-c2nc(-c3ccc(F)cc3)cs2)n1	13%
CCOC(=O)c1c(-n2c(C)cc(/C=C(\C#N)C(=O)Nc3ccc(C)c(Cl)c3)c2C)sc2c1CCCC2	11%
Cc1ccc(C)c(NC(=S)Nc2ccc(F)cc2)c1	15%
O=C(COc1ccccc1Br)N/N=C/c1ccccc1Br	18%
O=C(NN1C(=O)/C(=C/c2ccc(Cl)cc2)SC1=S)c1cccc(O)c1	17%
O=C1c2cccc3cccc(c23)C(=O)N1CCS(=O)(=O)OCC(F)(F)F	0%
Cc1ccc(-c2ccccc2)c(Oc2ccc(C#N)c(C#N)c2)c1	3%
O=C1C(=O)N(c2nc3ccccc3s2)C(c2ccccc2F)/C1=C(/O)c1ccccc1 (stereo not drawn)	8%
CCOc1ccc2nc(NC(=O)Cc3ccc(OC)cc3)sc2c1	33%
COc1ccc(OC)c(NC(=O)c2cc(-c3ccccc3)nc3ccccc23)c1	0%
COc1ccc(CCN2C(=O)CSC2c2cccc([N+](=O)[O-])c2)cc1OC (stereo not drawn)	1%
O=[n+]1cc(-c2ccc(Br)cc2)n([O-])c2c1CCC2	0%
CCOc1cc(-c2nc3ccc4ccccc4c3c3c2CCCC3)ccc1O	15%
COCCOC(=O)c1c(C)oc2ccc(OCc3cc(C)ccc3C)cc12	0%
Cc1ccc(/C=C2/SC(=S)NC2=O)cc1[N+](=O)[O-]	8%
O=C(Nc1cccc(N=Cc2cc(I)cc(I)c2O)c1)c1cccc(Br)c1	11%
Cc1ccc([N+](=O)[O-])cc1N=Cc1cc2c(cc1[N+](=O)[O-])OCO2	0%
COc1c(Cl)cc(Cl)cc1C1C2=C(CC(C)(C)CC2=O)Nc2ccccc2N1C(C)=O (stereo not drawn)	8%
CCC(CC)C(=O)NNC(=O)c1ccc(C(C)(C)C)cc1	13%
Cc1cccc(-n2c(C)cc(/C=C3/SC(=S)NC3=O)c2C)c1	56%*
O=C(NC12CC3CC(CC(C3)C1)C2)c1ccc(N=Cc2c(O)n(-c3ccccc3)c(=O)[nH]c2=O)cc1	26%
Additional structures follow:
SMILES	RNase H inhibition
CCNC(=O)/C=C/c1cn(-c2ccccc2)nc1-c1ccccc1	0%
Cc1ccc(SCC(=O)Nc2cccc3ccccc23)cc1	20%
COc1ccc(C(=O)NC(c2ccc(OC)cc2)c2ccc(OC)cc2)cc1	21%
CCOc1ccc(C(=O)O)cc1/C=C1\C(=O)NC(=O)N(c2ccccc2Cl)C1=O	1%
COc1cc(OC)c(C=C2C(=O)NC(=O)NC2=O)cc1Br	12%
C=CCN1C(=O)/C(=C\c2ccc(-c3cc(Cl)ccc3Cl)o2)SC1=S	20%
CN(C)c1ccc(C(=O)Nc2ccc(S(N)(=O)=O)cc2)cc1	0%
COC(=O)c1c(C)oc2ccc(OCC(=O)c3ccccc3)cc12	11%
Cc1ccc2sc(-c3ccc(NC(=O)COc4ccccc4)cc3)nc2c1	0%
O=C(c1ccc([N+](=O)[O-])cc1)N1CCN(c2cccc(Cl)c2)CC1	2%
C=CCN1C(=O)/C(=C\c2ccc(OC)cc2)SC1=Nc1ccccc1	21%
